APJ agonist = agonists of human APJ apelin receptor; 330,000 compounds, 0.11% hits; activation, % at 20 µM; CHO-K1 APJ PathHunter beta-arrestin, luminescence; 0% DMSO wells, 100% apelin;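 active means activation more than six SD over the plate average, tested at 20 µM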;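 further: 0% = DMSO alone and 100% = apelin-13 at 10 nM; some results filed as inactive read as strong as hits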
Target sequence (P35414 whole entry, looked up): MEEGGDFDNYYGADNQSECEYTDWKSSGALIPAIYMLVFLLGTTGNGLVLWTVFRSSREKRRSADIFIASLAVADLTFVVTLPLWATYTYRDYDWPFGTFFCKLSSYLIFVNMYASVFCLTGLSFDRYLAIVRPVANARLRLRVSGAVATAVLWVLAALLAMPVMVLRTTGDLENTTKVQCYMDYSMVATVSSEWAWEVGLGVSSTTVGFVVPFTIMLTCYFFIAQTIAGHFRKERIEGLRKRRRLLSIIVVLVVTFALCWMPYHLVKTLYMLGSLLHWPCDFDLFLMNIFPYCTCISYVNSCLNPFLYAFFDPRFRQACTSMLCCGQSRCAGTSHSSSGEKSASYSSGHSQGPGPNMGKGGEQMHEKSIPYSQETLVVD
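Assay system: CHO-K1 cells stably expressing ProLink-tagged human APJ and arrestin–beta-gal acceptor. Compound dosing: 20 µM single point, 1% DMSO. Times: 16-18 h seeding, 90 min dark compound exposure, 60 min detection. Detection: beta-gal luminescence. Evaluation: APJ–arrestin association signal. Controls: negative DMSO alone, positive Apelin-13 at 10 nM.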
NR3A LBD binder = modulators (binders) of human NR3A ligand-binding domain; NR3A LBD differential scanning fluorimetry, Tm shift; 0% = protein alone, 100% = glycine-bound protein; Tm shift relative to glycine control, % at 25 µM; 340,000 compounds, 2.5% hits;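 active means melting temperature shift of at least 10% of the positive control shift, at one fixed dose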
MPTP block = blocks calcium-induced mitochondrial swelling | isolated mouse mitochondria, Ca2+ swelling absorbance, 30 min | inhibition, % at 10 µM | 360,000 compounds, 1.4% hits;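 active means inhibition of 50% or more, scaled per plate between neutral and stimulator controls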;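 further: 0% = DMSO wells given calcium and 100% = 1 mM EGTA wells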
MIN6 prolif = inducers of beta-cell replication in MIN6 cells; MIN6 cells proliferation, ATPlite luminescence, 48 h; cells starved in 0.2% serum; 100% = growth in 10% serum; proliferation, % at 10 µM; 330,000 compounds, 0.29% hits;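 active means compounds whose signal lies at least 3.5 SD above the mean of all wells on their plate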;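 further: 0% = DMSO-treated cells in low-serum medium and 100% = 10% serum control; some compounds called inactive have numbers as strong as hits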
TIM10 inh = growth inhibitors of TIM10 yeast strain | inhibition, % at 10 µM | S. cerevisiae TIM10 strain growth, BacTiter-Glo luminescence, 24 h | 330,000 compounds, 1.4% hits;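 active means inhibition of 40% or more at the single tested concentration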;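 further: wild-type TIM10 isogenic control strain grown at permissive 25 °C; 0% = DMSO yeast wells and 100% = minimal medium wells without yeast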
tim23-1 inh = growth inhibitors of tim23-1 mutant yeast; 330,000 compounds, 1.3% hits; inhibition, % at 20 µM; S. cerevisiae tim23-1 growth, BacTiter-Glo luminescence, 24 h; AID 463212;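 active means growth inhibition of the mutant yeast at or above 50%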;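 further: temperature-sensitive mutant grown at 25 °C; plate controls were DMSO-treated mutant yeast for no effect and medium wells lacking yeast for full effect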
tim10-1 inh = growth inhibitors of tim10-1 mutant yeast; AID 463190; S. cerevisiae tim10-1 ts strain growth, BacTiter-Glo, 24 h; 330,000 compounds, 2.2% hits; inhibition, % at 20 µM;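 active means inhibition of at least 40%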;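 further: mutant grown at 25 °C; 0% = DMSO wells with yeast and 100% = wells holding no yeast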
APJ antag = blocks the human apelin receptor APJ | P35414 | CHO-K1 APJ beta-arrestin complementation, luminescence | inhibition, % at 20 µM | 330,000 compounds, 0.32% hits;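 active means inhibition above about 40% at 20 µM, limit read from the data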;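 further: cells challenged with 10 nM apelin-13 agonist together with compound; plate controls were apelin-13 plus DMSO wells for no effect and DMSO wells lacking apelin-13 for full effect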
NALP3 yeast inh = inhibitors of NALP3 inflammasome in yeast | inhibition, % at 10 µM | 330,000 compounds, 0.39% hits | Yeast reconstituted NLRP3/ASC/caspase-1, beta-gal luminescence, 24 h | AID 2825;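 active means inhibition of 50% or more; inactive means inhibition below 50%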;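 further: plate controls were induced DMSO wells for no effect and uninduced yeast grown without galactose for full effect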
Numbers without * were called inactive; · = no result given.

SMILES	APJ agonist	NR3A LBD binder	MPTP block	MIN6 prolif	TIM10 inh	tim23-1 inh	tim10-1 inh	APJ antag	NALP3 yeast inh
O=C(COc1ccc(Cl)cc1)OCC(=O)N1CCCc2ccccc21	0	-6	0.5	-1	18	22	23	7	16
C=C1CCC[C@]2(C)C[C@H]3OC(=O)C(CNCC(OC)OC)[C@H]3CC12 (stereo not given in full)	0	2	1.3	4	12	25	24	-18	9
O=C(Nc1cccc2c1CCCC2)c1cccc(F)c1	-2	-2	-0.3	-4	5	30	10	14	28
O=C(Nc1nnc(-c2ccc(Br)cc2)o1)c1ccco1	-3	-2	-2.2	-3	0	32	-5	-19	19
COc1cc(/C(C)=N/NC(=O)CSc2nnc(C)s2)ccc1O	-4	-1	2.8	0	6	-9	8	-8	-4
CCOC(=O)c1c(C)[nH]c(=S)c(C#N)c1-c1ccc(Cl)cc1	-2	-6	12	-2	21	36	54*	11	17
Cc1ccc(NC(=O)N(Cc2ccco2)C(C)c2ccco2)cc1C (stereo not given)	1	5	0.7	-2	30	37	31	22	21
CCN1CCN(C(=O)c2ccc(N3CC4CC(C3)c3cccc(=O)n3C4)c([N+](=O)[O-])c2)CC1 (stereo not given)	-2	-1	0.6	3	-9	1	-2	3	3
COc1cc(CC(NC(C)=O)C(=O)NC2CCN(c3c4c(nc5ncnn35)CCC4)CC2)cc(OC)c1 (stereo not given)	-3	·	·	-2	3	4	-11	7	4
O=C(O)COc1ccc2c(c1)CCCC2	-5	1	-0.2	-2	11	14	4	11	-2
Cc1ccc2c(COC(=O)c3ccccc3OC(F)F)cc(=O)oc2c1	5	1	-1.0	-3	14	17	3	5	29
CCC(O)(C(=O)Nc1ccccc1C(F)(F)F)c1ccccc1OC (stereo not given)	-3	7	-0.9	-3	6	11	16	-24	10
Cc1cccc(NC(=O)CCc2nnc3ccc(N4CCC(C)CC4)nn23)n1	2	-4	-0.7	-1	9	-2	-3	-2	9
CCOC(=O)c1cnn(CCOC(=O)C2CC2)c1NC(=O)C1CC1	-1	1	3.0	1	2	11	6	18	-7
O=C(CNS(=O)(=O)c1ccccc1)Nc1cccc([N+](=O)[O-])c1	-2	5	-1.5	-2	2	0	16	2	8
O=C(N/N=C/c1ccncc1)c1cc([N+](=O)[O-])cc([N+](=O)[O-])c1	7	1	0.4	0	5	13	19	-55	2
N#Cc1cc([N+](=O)[O-])c(-n2nnc3ccccc32)c([N+](=O)[O-])c1	4	3	-1.7	-5	14	47	37	24	5
O=C(Nc1nc2ccccc2n1CCN1CCCC1)C1CCCCC1	-2	-9	-0.8	1	-36	-5	7	-9	3
COc1cc2nc(CN(C)Cc3ccc(C(C)(C)C)cc3)[nH]c(=O)c2cc1OC	-3	0	0.3	-5	8	37	30	8	10
COc1ccc(C(=O)Nc2c(N)nc(SCC(=O)Nc3ccc(C(C)=O)cc3)[nH]c2=O)cc1	-4	0	-0.3	-3	10	12	9	5	7
CCN1CCCC1CNS(=O)(=O)c1cccc(C(F)(F)F)c1 (stereo not given)	-1	-2	-0.3	-4	-6	8	12	11	5
COc1cc(=O)n(C)c2cc(N(C)C)ccc12	10	0	-9.4	-5	-11	3	5	10	11
CC1CCCC(C)N1C(=C(Cl)Cl)C(=C1SCCS1)[N+](=O)[O-] (stereo not given)	-4	-8	1.6	1	18	31	13	22	23
COc1cc2c(cc1OC)C1Cc3ccc(OC)c(OC)c3C[N+]1([O-])CC2 (stereo not given)	4	0	-2.3	-4	-9	-7	-10	14	26
O=C(/C=C/c1ccc(F)cc1)NC(=S)N1CCOCC1	-3	-1	-0.3	3	4	15	13	-10	20

(next part)
SMILES	APJ agonist	NR3A LBD binder	MPTP block	MIN6 prolif	TIM10 inh	tim23-1 inh	tim10-1 inh	APJ antag	NALP3 yeast inh
Cc1cc(O)c(NC(=O)c2ccco2)cc1C	-1	2	3.4	3	9	1	-15	5	20
Cc1cc(O)c(CN(C)C)c2c1C(=O)/C(=C/c1ccco1)O2	-3	4	-0.3	4	10	9	-7	10	19
CC1Oc2ccccc2C=C1/C=N/NC(=O)c1ccncc1 (stereo not given)	5	2	10	0	9	2	-1	8	15
C=CCN(C(=O)c1csnn1)C(C(=O)NC1CCCCC1)c1ccccc1F (stereo not given)	2	0	1.6	-1	-3	25	9	0	19
O=C(CCc1ccc(CCC(=O)c2cccs2)s1)c1cccs1	-2	-2	-0.8	0	6	14	8	3	34
O=S(=O)(c1ccccc1)N(CC(O)COc1ccccc1)c1ccccc1 (stereo not given)	0	-1	2.8	-3	-18	21	-10	16	-4
C[C@@H](NC(=O)c1nc[nH]c1C(=O)N[C@@H](Cc1ccccc1)C(=O)OC(C)(C)C)c1ccccc1	-3	-9	0.7	-8	8	15	12	2	9
CCc1ccccc1NC(=O)c1ccc(-c2csc(C)n2)cc1	0	0	2.9	0	3	0	6	-13	19
CN1N=C(C(C)(C)C)CC1=O	-1	-2	·	-3	5	11	21	0	2
CCOC(=O)/C(C#N)=C/c1cc2ccc(C)cc2nc1Cl	3	4	0.5	-2	42*	56*	22	-7	15
Cc1ccc(S(=O)(=O)N2CCOCC2)cc1NC(=O)COC(=O)c1ccccc1OCc1c(C)noc1C	2	-2	0.8	0	9	12	8	-2	5
CC1(C2CC2)NC(=O)N(CC(=O)N2CCN(c3ccc(F)cc3)CC2)C1=O (stereo not given)	-2	2	-1.3	0	4	4	6	11	17
O=C1N[C@@H](Cc2ccccc2)C(=O)N2[C@@H]3N(S(=O)(=O)c4ccccc4)c4ccccc4[C@]3(Br)C[C@@H]12	11	-3	1.1	-7	25	31	18	8	-2
N#CSC(c1ccccc1)c1nc2ccccc2[nH]c1=O (stereo not given)	-2	-1	0.8	-3	13	14	16	11	21
COc1ccc(-c2nnnn2-c2ccc(F)cc2F)cc1	0	2	-0.3	0	-1	6	23	-7	23
COc1ccc(Nc2nnc(SC(C)C(=O)NC3CC3)s2)cc1 (stereo not given)	0	1	-1.4	-3	-12	0	-8	11	11
CSc1nc2c(c(=O)n1-c1ccccc1)SCC2	1	0	0.1	-1	-2	4	5	-7	3
Cc1cc(C(=O)N/N=C/c2ccccc2[N+](=O)[O-])c(C)o1	-1	-11	-0.3	-3	2	17	16	-17	3
O=C(Nc1ccccc1)c1ccc(CN2CCc3ccccc3C2)cc1	1	0	-0.6	-3	-10	14	-7	-1	27
COc1ccccc1N(CC(=O)N1CCCCCC1)S(C)(=O)=O	-6	1	0.1	-4	-4	2	-1	4	18
Cc1ccc(CNC(=O)CCCCCNc2nc(=S)[nH]c3ccccc23)cc1	-1	·	·	2	8	5	16	15	11
COc1ccc2c(c1OC)C(=O)N(c1ccccn1)C2	-2	-2	-1.4	-1	-4	23	3	16	35
Cc1nn(CC(=O)Nc2ccc3c(c2)nc2n3CCN(C3CCCCC3)C2)c(=O)c2ccccc12	2	1	-1.8	-3	-11	-20	6	7	7
COc1ccc([C@H]2CC(=O)C=C(c3cccc(CO)c3)C2)cc1	-2	-1	-0.1	3	15	34	19	1	14
CCN(CC)c1ccc(C(=O)N2CCN(Cc3ccccc3)CC2)cc1	-2	-3	1.5	-1	1	26	27	-10	25

Quoted at random: 6 entries already listed
SMILES	APJ agonist	NR3A LBD binder	MPTP block	MIN6 prolif	TIM10 inh	tim23-1 inh	tim10-1 inh	APJ antag	NALP3 yeast inh
N#CSC(c1ccccc1)c1nc2ccccc2[nH]c1=O (stereo not given)	-2	-1	0.8	-3	13	14	16	11	21
COc1ccc(-c2nnnn2-c2ccc(F)cc2F)cc1	0	2	-0.3	0	-1	6	23	-7	23
C[C@@H](NC(=O)c1nc[nH]c1C(=O)N[C@@H](Cc1ccccc1)C(=O)OC(C)(C)C)c1ccccc1	-3	-9	0.7	-8	8	15	12	2	9
Cc1cc(O)c(NC(=O)c2ccco2)cc1C	-1	2	3.4	3	9	1	-15	5	20
O=C(CCc1ccc(CCC(=O)c2cccs2)s1)c1cccs1	-2	-2	-0.8	0	6	14	8	3	34
Cc1ccc(S(=O)(=O)N2CCOCC2)cc1NC(=O)COC(=O)c1ccccc1OCc1c(C)noc1C	2	-2	0.8	0	9	12	8	-2	5

The list continues:
SMILES	APJ agonist	NR3A LBD binder	MPTP block	MIN6 prolif	TIM10 inh	tim23-1 inh	tim10-1 inh	APJ antag	NALP3 yeast inh
N#Cc1ccccc1Oc1ccc(S(=O)(=O)N2CCCCC2)cn1	6	-2	-0.9	-3	-17	16	11	11	22
CN(C(=O)CSc1nc(-c2ccccc2)cn1N)C(c1ccccc1)c1ccccc1	-5	-5	-0.1	-4	15	35	17	-21	-10
O=C(CCc1ccccc1)NNC(=O)c1ccc(Br)cc1	0	-1	-1.4	-2	-7	-3	-23	3	11
Nc1ccc(S(=O)(=O)NCC(=O)OC2CCOC2=O)cc1[N+](=O)[O-] (stereo not given)	-4	1	-1.0	2	9	8	8	14	13
COc1cc(C2N(c3ccccn3)C(=O)C3CCCN32)cc(OC)c1OC (stereo not given)	3	3	-0.1	-2	3	-4	1	17	12
COc1ccc(CNC(=O)COc2ccc(S(=O)(=O)N3CCCCC3)cc2Cl)cc1	-2	-2	0.1	-3	8	31	23	-10	2
Cc1c(CC(=O)O)c(=O)oc2cc(OCc3ccc(Cl)cc3)ccc12	-1	-2	0.8	-3	6	17	25	3	9
CCOC(=O)c1nc2cc3n(c(C)c-2c1C)C(C)C(CC)=C3C (stereo not given)	-5	4	1.2	-3	8	5	11	13	-14
COc1ccc(CNC(=O)C2CCCN2C)cc1OC (stereo not given)	-4	-2	2.2	6	-14	2	5	1	8
CCOC(=O)CSc1nnc(NC(=O)c2cccc([N+](=O)[O-])c2C)s1	-3	1	1.0	0	-1	-2	14	9	19
COCC(=O)O[C@]1(CCN(C)CCCc2nc3ccccc3[nH]2)CCc2cc(F)ccc2[C@@H]1C(C)C	13	-3	93*	-8	7	11	18	12	10
O=C(COc1ccccc1Cl)Nc1ccc2c(c1)C(=O)NC2=O	-2	-1	0.4	-1	-1	-2	-1	0	16
COc1ccc([N+](=O)[O-])cc1C1NN=C(c2ccccc2O)S1 (stereo not given)	-1	7	30	-3	-1	-1	3	19	8
C[C@]12CCC(=O)CC1=CCC1C3CC=C(C#N)[C@@]3(C)CC[C@@]12O (stereo not given in full)	-4	-1	-0.4	3	-16	21	17	6	21
Cc1ccc(S(=O)(=O)NCCN=C(CN2CCCC2)NS(=O)(=O)c2ccc(C)cc2)cc1	-3	-3	5.3	-3	6	1	-3	14	31
O=C(Cc1c(O)c2ccccc2[nH]c1=O)NC1CCCCCCC1	-5	0	0.6	2	-1	5	2	-21	8
CCCNC(=S)N1CCC(C(=O)c2ccc(F)cc2)CC1	-3	2	-1.1	-1	-2	19	7	7	13
O=C1c2cccnc2C(Nc2ccccc2)N1Cc1ccco1 (stereo not given)	-2	3	1.1	1	17	18	28	-11	8
COc1ccc2oc(=O)c(-c3csc(Nc4cccc(O)c4)n3)cc2c1	0	27*	6.2	-6	35	35	45*	29	14
O=C(CC(c1ccccc1)c1ccccc1O)N1CCCC1 (stereo not given)	-1	-3	1.3	-1	-4	12	6	3	11
COc1ccc(NC(=O)c2cc(-c3cc(C)cc(C)c3O)n[nH]2)cc1Cl	3	36*	95*	-6	26	28	6	5	13
CC(=O)c1cn(CC(=O)Nc2ccccc2C)c2ccccc12	-3	1	14	-1	-6	-4	3	11	4
COCc1cc(C)nc(SCC(=O)Nc2ccc3c(c2)n(C)c(=O)n3C)c1C#N	-4	1	0.7	1	-2	7	-10	6	7
NCCCCNCCCN	-2	-2	-2.2	1	8	34	14	3	-12
